# Screening results deposited in PubChem by NMMLSC.
# Bim-Bcl-XL = disrupts Bim peptide binding to human Bcl-XL; Q07817; bead flow cytometry, fluorescence; inhibition, % at 10 µM; 190,000 tested, 0.04% active; AID 1007
# Target sequence (Q07817 whole entry, looked up): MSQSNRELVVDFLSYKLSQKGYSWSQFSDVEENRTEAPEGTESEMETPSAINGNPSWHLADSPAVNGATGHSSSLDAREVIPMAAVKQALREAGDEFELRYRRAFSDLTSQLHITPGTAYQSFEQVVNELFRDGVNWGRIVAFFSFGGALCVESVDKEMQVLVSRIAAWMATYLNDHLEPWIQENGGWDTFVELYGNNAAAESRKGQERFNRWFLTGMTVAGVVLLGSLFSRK
# ABCG2 inh = human ABCG2 inhibition, ABCB1 as counter-screen; IgMXP3 cells, JC-1 efflux, flow cytometry; inhibition, % at 6.6 µM; 190,000 tested, 0.1% active; AID 1325;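 active means inhibition above 80%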;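 further: 0% = DMSO and 100% = nicardipine control wells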
#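 material = IgMXP3 (ABCG2) plus far-red-tagged CCRF-Adr (ABCB1) cells | amount = 3 million cells/mL, equal mix of both lines | also added = JC-1 transporter substrate | dosing = one concentration, 6.6 µM final | schedule = 10 min at 25 °C | measured by = flow cytometric JC-1 green MFI at 530 nm | read-out basis = percent efflux inhibition, scaled nicardipine 100% to DMSO 0%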
# RGS7-Gao reg = human RGS7-Galphao interaction regulation; P09471; Multiplexed bead flow cytometry, RGS7-Galphao binding; actives lie on both sides; binding response (% of control), % at 10 µM; 220,000 tested, 0.35% active; in the data active means binding response below about 49% or above about 150%; inconclusive means no clear call, values can overlap the other calls; inactive means in between;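 further: fluorescent Galphao held in activated GDP-AlF4 state binding bead-coupled RGS7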
# GSH bead fluor = compound fluoresces at 488/530 nm on GSH beads; AID 1776; fluorescence (KMESF) at 10 µM; 190,000 tested, 0.25% active; GSH beads flow cytometry, compound fluorescence 488/530 nm; stronger effect = higher value; in the data active means fluorescence above about 89;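 further: glutathione beads carrying GST-tagged Bcl family fusion proteins plus one bare bead set; values are compound well signal with DMSO vehicle wells as background; inactives centre near 16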
# Bcl-B Bim block = disrupts Bim peptide binding to human Bcl-B. Q9HD36. 190,000 tested, 0.073% active. AID 951. inhibition, % at 10 µM. bead-based flow cytometry;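 further: 0% = tracer peptide without compound and 100% = reference inhibitor peptide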
# Target sequence (Q9HD36 whole entry, looked up): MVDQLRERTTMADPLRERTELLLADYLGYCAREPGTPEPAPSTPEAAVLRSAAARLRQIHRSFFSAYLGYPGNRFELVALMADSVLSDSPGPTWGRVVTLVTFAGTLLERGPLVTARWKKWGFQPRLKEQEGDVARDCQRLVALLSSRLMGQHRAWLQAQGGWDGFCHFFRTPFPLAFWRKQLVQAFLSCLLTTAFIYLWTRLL
# RGS4-Gao reg = modulates binding of RGS4 to human Galphao; P09471; Multiplexed bead flow cytometry; actives lie on both sides; binding response (% of control), % at 10 µM; 220,000 tested, 0.33% active; AID 1415; in the data active means binding response below about 49% or above about 150%; inactive means in between;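 further: fluorescent Galphao activated with aluminum fluoride binding bead-coupled RGS4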
# Bim-Bcl-2 = inhibitors of Bim-Bcl-2 interaction, human | inhibition, % at 10 µM | AID 950 | Bead-based flow cytometry, Bim peptide-Bcl-2 binding | 190,000 tested, 0.06% active; in the data active means inhibition above about 40%; inconclusive means no clear call, values can overlap the other calls;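 further: 0% = no compound wells with probe peptide and 100% = reference peptide inhibitor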
# Target sequence (P10415 whole entry, looked up): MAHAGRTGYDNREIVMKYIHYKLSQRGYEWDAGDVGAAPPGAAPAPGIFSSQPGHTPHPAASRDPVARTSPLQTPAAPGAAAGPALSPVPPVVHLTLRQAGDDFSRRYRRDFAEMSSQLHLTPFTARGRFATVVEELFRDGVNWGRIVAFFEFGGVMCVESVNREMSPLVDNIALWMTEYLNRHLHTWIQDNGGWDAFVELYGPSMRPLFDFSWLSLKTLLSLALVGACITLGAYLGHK
# Bcl-W Bim block = disrupts Bim peptide binding to human Bcl-W; inhibition, % at 10 µM; Q92843; 190,000 tested, 0.02% active; bead-based flow cytometry;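 further: 0% = bound tracer without compound and 100% = peptide blocker; higher means less fluorescent Bim peptide bound to Bcl-W beads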
# Target sequence (Q92843 whole entry, looked up): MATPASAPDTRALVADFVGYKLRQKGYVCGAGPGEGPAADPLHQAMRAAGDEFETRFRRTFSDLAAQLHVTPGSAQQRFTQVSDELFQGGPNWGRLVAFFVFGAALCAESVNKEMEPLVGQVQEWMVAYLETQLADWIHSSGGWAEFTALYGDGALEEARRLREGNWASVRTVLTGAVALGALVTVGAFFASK
# Bim-Bfl-1 = disrupts Bim binding to human Bfl-1; 190,000 tested, 0.12% active; Q16548; Bead-based flow cytometry, Bim-Bfl-1 binding inhibition; AID 1008; inhibition, % at 10 µM;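 further: 0% = wells without compound plus tracer and 100% = blocker peptide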
# ABCB1 inh = blocks JC-1 efflux by human ABCB1 transporter; P08183; CCRF-Adr cells, flow cytometry; inhibition, % at 6.6 µM; 190,000 tested, 0.067% active; in the data active means inhibition above about 40%;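 further: 0% = vehicle and 100% = reference inhibitor; higher value means more JC-1 retained so stronger ABCB1 efflux block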
# Avidin fluor = compound fluoresces at 488/530 nm on avidin beads | fluorescence (KMESF) at 10 µM | 220,000 tested, 0.38% active | compound fluorescence 488/530 nm, flow cytometry; stronger effect = higher value | AID 1775; in the data active means fluorescence above about 47; further: inactives centre near 10
# * hit, by the source's call; ? = inconclusive; nt = no result given. Unless noted, no stated cut-off is given here; in the data, active means inhibition above about 40%.
compound	GSH bead fluor	ABCG2 inh	Bim-Bcl-2	Avidin fluor	Bim-Bfl-1	Bim-Bcl-XL	Bcl-W Bim block	RGS4-Gao reg	Bcl-B Bim block	RGS7-Gao reg	ABCB1 inh
CC(NC(=O)NC1CCCCC1)c1ccccc1 (stereo not given)	6	0	-6	4	-4	-2	-3	100	-6	100	0.5
CCN(CC)CCn1c(SCC(=O)Nc2cccc(OC)c2)nc2c(sc3ccccc32)c1=O	14	7	0	9	2	1	0	117	-1	117	8.5
CCCCN(CCCNC(=O)Cn1ncc2ccsc2c1=O)Cc1ccccc1	11	1	-3	9	-4	0	0	100	1	97	0.2
Cc1cc(Nc2ccc(C)c(Br)c2)n2nc(C)nc2n1	18	5	-5	5	-10	-2	1	98	-1	98	0.7
Cc1ccc(C(=O)Nc2ccc3c(c2)CCC3)cc1S(=O)(=O)N1CCOCC1	17	3	-1	10	-6	-2	0	98	-4	100	1.3
S=C1SCN(Cc2ccccn2)CN1Cc1ccco1	17	4	0	11	1	-2	-2	102	0	101	0.6
CN(C)C(=O)CSc1n[nH]c(-c2ccco2)n1	9	0	-4	6	2	0	-1	101	-1	107	-0.1
CC1CCCN(c2ccc(C(=O)NCc3ccccc3)cn2)C1 (stereo not given)	14	12	-4	8	-6	-2	0	101	-4	104	0.3
Cc1cc(Br)ccc1SCC(=O)OCC(=O)NC1CC1	14	2	-5	21	-7	-3	-2	97	-7	96	0.6
O=C(/C=C/c1ccc(Cl)c(Cl)c1)N1CCc2ccccc21	11	35	-1	17	-1	-1	-7	99	-3	99	-0.5
Cc1ccc(-n2c(SCC(=O)Nc3ccc4c5c(cccc35)CC4)nc(O)cc2=O)cc1	8	-5	0	13	1	-4	1	100	1	95	-1.3
CCOC(=O)c1cc(NC(=O)c2cccs2)ccc1N1CCOCC1	13	3	-3	14	-5	-2	-1	96	-2	98	0.3
CCOC(=O)c1c(NC(=O)CSc2ccccc2C(=O)O)sc(C)c1C	10	1	0	15	-4	-3	0	103	-1	98	0.4
Cc1nn2cc(-c3cccc(Cl)c3)cnc2c1Cl	9	14	-4	11	-5	-1	-1	98	-4	?	2.3
COc1ccc2nc(N3C(=O)CC(Cc4ccc(C)cc4)C3=O)sc2c1 (stereo not given)	9	10	-7	17	-5	-2	0	97	-2	101	nt
O=C(N/N=C/c1ccccn1)c1cc(-c2ccncc2)nc2ccccc12	9	0	3	4	0	-3	-1	97	0	100	0.0
Cc1cc(C)cc(NC(=O)Cn2cc3c(n2)CCCCC3)c1	28	0	-8	9	-10	-5	-2	101	-9	101	0.4
NC(=O)c1cc[n+](CC2=C(C(=O)O)N3C(=O)[C@@H](NC(=O)C(c4ccccc4)S(=O)(=O)[O-])[C@H]3SC2)cc1 (stereo not given in full)	20	-1	0	6	1	-6	-1	104	-6	103	-0.5
Cc1ccc(CNC(=O)CCCn2c(=O)[nH]c3ccccc3c2=O)cc1	12	1	-2	39	-1	-1	0	101	1	101	0.1
CCCCNC(=O)CCn1c(=O)c2ccccc2n(Cc2ccc(F)cc2)c1=O	5	10	-1	11	0	-7	-2	105	-3	108	1.4

# 3 compounds from above, ordered by molar mass, lowest first.
compound	GSH bead fluor	ABCG2 inh	Bim-Bcl-2	Avidin fluor	Bim-Bfl-1	Bim-Bcl-XL	Bcl-W Bim block	RGS4-Gao reg	Bcl-B Bim block	RGS7-Gao reg	ABCB1 inh
CN(C)C(=O)CSc1n[nH]c(-c2ccco2)n1	9	0	-4	6	2	0	-1	101	-1	107	-0.1
Cc1cc(C)cc(NC(=O)Cn2cc3c(n2)CCCCC3)c1	28	0	-8	9	-10	-5	-2	101	-9	101	0.4
S=C1SCN(Cc2ccccn2)CN1Cc1ccco1	17	4	0	11	1	-2	-2	102	0	101	0.6

# (cont.)
compound	GSH bead fluor	ABCG2 inh	Bim-Bcl-2	Avidin fluor	Bim-Bfl-1	Bim-Bcl-XL	Bcl-W Bim block	RGS4-Gao reg	Bcl-B Bim block	RGS7-Gao reg	ABCB1 inh
Cc1ccc(S(=O)(=O)N(C)CC(=O)Nc2ccccc2)cc1	35	8	-3	28	-2	-6	0	102	2	107	0.2
Cc1c(OC(=O)c2ccc([N+](=O)[O-])cc2)c2c(c[n+]1C)COC(C)(C)OC2	13	0	3	33	0	-2	4	99	0	102	0.1
CCOC(=O)N1CCN(C(=O)c2cn(CCOC)c(=O)c3c2c2ccccc2n3C)CC1	17	1	-3	32	-3	-2	-6	102	-2	102	0.6
O=C(CSc1nnc(-c2ccncc2)n1Cc1ccccc1)NC1CCCc2ccccc21 (stereo not given)	9	8	-4	16	-6	-4	-3	97	-3	98	nt
CCOC(=O)CNC(=O)CSc1nc2nc(C)c(Br)cc2[nH]1	28	3	-6	13	-12	-1	-1	102	-8	99	0.1
CC1CCc2nn(CC(=O)NCCCN3CCCCC3)cc2C1 (stereo not given)	12	2	-6	7	-7	-3	0	93	-5	95	1.5
COc1ccc(C)cc1NC(=O)C(CCS(C)(=O)=O)NC(C)=O (stereo not given)	18	0	-5	6	-10	-4	-1	106	-4	106	0.3
CN(C)S(=O)(=O)c1cc(NC(=O)CN2C(=O)NC3(CCCc4ccccc43)C2=O)ccc1Cl (stereo not given)	9	0	3	13	1	2	6	102	1	104	-0.2
CC(=O)N1CCCc2cc(S(=O)(=O)N3CCN(c4ccccn4)CC3)ccc21	26	39	-10	24	-9	-6	-4	103	-8	101	3.4
O=C1OCC2=C1C(c1ccc(Cl)cc1)CC(=O)N2c1ccc(F)cc1 (stereo not given)	9	7	-4	20	-6	-1	-2	100	-8	103	1.8
O=c1cc(CSc2nnc(-c3cccs3)n2Cc2ccccc2)nc2sc3ccccc3n12	11	3	-1	20	-3	-2	0	75	-4	81	1.5
COC(=O)Nc1ccc([N+](=O)[O-])cc1OC	12	3	-8	11	-10	-4	-4	98	-9	96	0.6
COc1ccc(-c2nnc(SCC(=O)c3ccc(C)o3)o2)cc1	34	3	-1	7	-2	-4	-5	102	-6	103	0.8
COc1cc(C2c3c(oc4ccccc4c3=O)C(=O)N2Cc2ccco2)ccc1O (stereo not given)	10	4	0	17	0	-3	-1	98	-3	97	2.3
CCOCc1cnc(C)nc1NCC(=O)c1c(C)[nH]c2ccccc12	18	0	1	13	0	0	1	99	0	102	-0.2
Cc1noc(C)c1S(=O)(=O)N1CCC(C(=O)N2CCC(N3CCCCC3)CC2)CC1	25	0	-5	6	-4	-2	0	99	-3	102	0.1
O=C(CSc1nc2ccccc2c(=O)n1-c1ccccc1F)Nc1ccc2c(c1)CCC2	5	-10	0	9	0	-4	0	93	-5	92	0.2
Cc1ccc(-c2nc(CSc3nc4ccccc4c(=O)n3C)cs2)cc1	10	0	-8	14	-16	-4	-2	99	-7	99	0.3
O=C(NC1CCCc2ccccc21)c1cn2ccccc2n1 (stereo not given)	11	4	-2	25	-14	-4	-3	100	-8	100	0.6
COc1ccc(Br)cc1C1NC(=O)NC(C)=C1C(=O)N(C)C (stereo not given)	10	4	-2	9	-6	1	-1	106	-6	105	0.4
Cc1cc(C)cc(NC(=O)COc2ccc3c(C)c(Cc4ccccc4)c(=O)oc3c2)c1	6	-1	13	17	17	10	7	136	9	129	-0.3
COc1ccccc1/C=C/C=N/NC(=O)c1cnccn1	20	10	-5	10	1	-2	4	99	0	102	0.9
Cc1cccc(C(=O)NC(C(=O)Nc2ccccc2N2CCOCC2)C(C)C)c1 (stereo not given)	13	2	-5	11	-2	-2	-3	102	-4	102	1.0
Cc1cc(C(=O)CSc2nnc(-c3ccc(Cl)cc3)n2C)c(C)n1CC1CCCO1 (stereo not given)	15	1	-2	9	-3	-3	-4	96	-1	100	0.7
Cc1nn(-c2ccc(Cl)cc2Cl)c(C)c1C(=O)O	17	1	-7	9	-6	-6	-4	92	-8	?	0.2
CCOc1cc(NC(=S)NCC2CCCO2)c(OCC)cc1NC(=O)c1cccc(C)c1 (stereo not given)	22	7	-2	35	-2	1	-3	99	-3	96	2.7
CCc1ccc(-c2nn(-c3ccccc3)cc2C2SCC(=O)N2Cc2ccco2)cc1 (stereo not given)	15	3	-5	8	-5	-1	-1	105	-3	104	1.3
COc1cc2c(cc1OC)C(SC)=NC(C)(C)C2	21	4	21	22	5	6	2	100	2	102	1.1
COCC(C)NC(=O)C1CC(=O)N(c2ccc(C)cc2)C1 (stereo not given)	4	0	2	14	2	-2	1	84	0	83	0.0
CC(=O)Nc1ccc(CN2CCN(Cc3ccc(C)cc3)C(CCO)C2)cc1 (stereo not given)	9	0	1	8	-5	-2	0	98	-2	100	0.0
CC(=O)Nc1ccc(S(=O)(=O)N2CCN(C(=O)N3CCCCCC3)CC2)cc1	25	8	0	6	-4	3	-3	103	-3	107	1.7
O=C(NCC1CCCO1)Nc1ccc2c(c1)OCO2 (stereo not given)	9	6	1	3	-5	-5	-3	99	-3	95	1.6
CCn1c(/C=N/NC(=O)c2ccc(OC)cc2)nc2ccccc21	19	0	-5	5	-3	-6	-6	107	-9	102	-0.1
CC1(C)C(=O)C2(CCCCC2)C(=O)OC1c1ccc(O)cc1 (stereo not given)	19	0	-2	23	-3	-4	-5	96	-4	98	0.3
CN(C(=O)CCN1C(=O)C2C3C=CC(C3)C2C1=O)c1ccccc1 (stereo not given)	10	10	1	12	-5	2	2	99	0	98	1.0
CC(C)c1ccc2c(c1)C(=O)NC(C)(C)C2	23	1	-11	7	-8	-4	-2	96	-9	99	0.4
CCCCC(=O)Nc1ccccc1C#N	23	8	-6	12	-3	-2	-5	103	-5	100	3.2
CN(Cc1ccno1)C(=O)CC1C(=O)NCCN1CC(c1ccccc1)c1ccccc1 (stereo not given)	18	1	-6	7	-7	-1	0	96	-5	91	0.8
O=C1N=C(c2ccccc2)S/C1=C\c1cccs1	59	-1	1	1	-1	6	-1	84	-3	87	-0.4
Cc1cc2ccccc2n1CCNC(=O)C(C)Oc1ccccc1 (stereo not given)	27	2	-11	7	-11	-3	0	101	-9	97	0.7
CC(C)C(=O)NCCc1nc2ccccc2n1CCOc1ccccc1	11	22	-2	7	1	-5	-4	105	-3	103	0.6
C=CCN=Cc1sc2ccc(OCC)cc2c1O	15	58	-5	24	-4	-8	-7	102	-8	100	35
CN(c1ccccc1C(=O)Nc1ccc(F)c(Cl)c1)S(C)(=O)=O	18	16	-4	10	-3	-4	-3	104	-9	?	0.4
C[C@]12C=CC(=O)C=C1CCC1C3CC[C@](O)(C(=O)CO)[C@@]3(C)CC3OC312 (stereo not given in full)	11	2	-6	4	-4	-8	-3	103	-7	99	0.3
CCCCC(=O)Nc1ccc2c(c1)oc1ccccc12	18	9	5	6	-1	-14	-7	102	-7	104	-0.2
COc1cc(OC)c(OC)cc1/C=N/n1c(C)nnc1C	14	4	-6	21	-9	0	1	108	-5	101	0.5
CC1CN(CCCCOc2ccc(F)cc2)CC(C)O1 (stereo not given)	22	7	-2	5	-2	1	0	99	-5	102	0.5
